High-throughput results from PubChem.
DNA FID counter: counter-screen for HCV NS3 helicase inhibitors: DNA intercalator displacement. DNA fluorescent intercalator displacement, fluorescence. inhibition, % at 7.9 µM. hit rate 0.17% among 290,000; in the data active means inhibition above about 37%;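 further: 0% = vehicle and 100% = reference compound; higher means more ethidium bromide displaced from hairpin DNA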
VIM-2 inhibitor: blocks Pseudomonas aeruginosa VIM-2 metallo-beta-lactamase; hit rate 0.89% among 290,000; inhibition, % at 5.6 µM; purified VIM-2, nitrocefin hydrolysis, epi-absorbance fluorescence;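 active means inhibition above the mean of all tested compounds plus 3 SD, cutoff set per screening run, cut at about 7.5% in these data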;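 further: red hydrolysis product quenches plate fluorescence so inhibitors raise well fluorescence; 0% = enzyme with DMSO and 100% = DMSO without enzyme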
NALP1 inh: inhibitors of NALP1 inflammasome in yeast; hit rate 0.61% among 280,000; AID 2071; inhibition, % at 10 µM; S. cerevisiae NALP1/ASC/caspase-1 growth, X-gal OD620, 72 h; in the data active means inhibition mostly above about 24%, no sharp cut-off; inactive means mostly below about 32%; further: some compounds called inactive have numbers as strong as hits
HCV NS3 hel inh: HCV NS3 helicase inhibition; NS3 helicase DNA unwinding, Cy5 molecular beacon fluorescence; inhibition, % at 10.9 µM; hit rate 0.56% among 290,000; AID 1800;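 active means inhibition above the mean of all tested compounds plus 3 SD, set per campaign, cut at about 35% in these data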;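 further: 0% = DMSO wells and 100% = thioflavine S control wells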
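Control set: DMSO versus 110 µM thioflavine S; Material: NS3 helicase fragment of HCV; Measured by: Cy5 fluorescence at 0 and 60 min, beacon hairpin quenching; Read-out basis: percent inhibition from t60/t0 fluorescence ratio; Times: reaction time 60 min, 25 °C; Repeats: single replicate; Compound dosing: single dose, 10.9 µM nominal final, DMSO 0.8% final.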
SUMO HTRF inh: inhibitors of human SUMOylation (UBC9) | HTRF SUMOylation assay, SAE1/SAE2 + UBC9, in vitro | AID 2006 | hit rate 0.36% among 290,000 | inhibition, % at 35 µM; in the data active means inhibition above about 50%, passing the limit was not always enough; further: strong numbers were not always called active
Target sequence (P63279 whole entry, looked up): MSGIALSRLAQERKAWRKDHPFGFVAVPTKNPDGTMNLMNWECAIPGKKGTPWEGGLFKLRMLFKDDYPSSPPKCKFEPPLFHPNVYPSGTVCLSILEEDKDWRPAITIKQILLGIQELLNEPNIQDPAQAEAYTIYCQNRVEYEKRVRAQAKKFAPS
PfM18AAP inh: blocks P. falciparum M18 aspartyl aminopeptidase; recombinant PfM18AAP, H-Glu-NHMec fluorogenic cleavage; inhibition, % at 7.35 µM; hit rate 1.2% among 290,000;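 active means inhibition above the campaign mean inhibition over all tested compounds plus 3 SD, cut at about 28% in these data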;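 further: 0% = plate median of test compound wells and 100% = 2 mM ZnCl2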
MEKK2 WT-MEK5: raises or lowers MEK5 binding to wildtype human MEKK2 PB1 domain; Q9Y2U5; bead flow cytometry, Alexa488-MEK5 binding to MEKK2 WT; actives lie on both sides; AID 1531; hit rate 1.1% among 290,000; binding response (% of control), % at 10 µM; in the data active means binding response below about 67% or above about 130%
IMP-1 inhibitor: inhibitors of Pseudomonas aeruginosa IMP-1 metallo-beta-lactamase; purified IMP-1, nitrocefin hydrolysis, epi-absorbance fluorescence; inhibition, % at 5.6 µM; hit rate 0.45% among 290,000;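 active means inhibition above the mean plus 3 SD of all compounds in the same screening run, cut at about 4.5% in these data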;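 further: 0% = IMP-1 with DMSO and 100% = DMSO wells lacking enzyme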
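Assay system: purified recombinant IMP-1 beta-lactamase. Input: IMP-1 0.2 nM before substrate addition. Buffer or medium: Zinc- and detergent-supplemented HEPES buffer, pH 7.1. Schedule: 25 °C, 15 min preincubation, 25 min reaction. Signal: Epi-absorbance fluorescence, 480 nm excitation, 530 nm emission. Evaluation: percent inhibition from optical density relative to buffer-blank wells.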
MEKK2mut PB1 HTS: signal of MEK5 binding to mutant human MEKK2 PB1 domain. bead flow cytometry, Alexa488-MEK5 binding to MEKK2 mutant. percent response, % at 10 µM. hit rate 0.35% among 290,000; in the data active means percent response above about 24%, passing the limit was not always enough; further: inactives centre near 1; some results filed as inactive read as strong as hits
Starred values were filed as active, the others as inactive; nt = no result given.

SMILES	DNA FID counter	VIM-2 inhibitor	NALP1 inh	HCV NS3 hel inh	SUMO HTRF inh	PfM18AAP inh	MEKK2 WT-MEK5	IMP-1 inhibitor	MEKK2mut PB1 HTS
CCOC(=O)N1CCN(S(=O)(=O)N2CCCC(C(=O)NCc3ccccc3Cl)C2)CC1 (stereo not drawn)	-52	-2.5	12	-1	4	6	100	-1.5	3
CC(C)Oc1ccccc1OCCCCn1cnc2ccccc2c1=O	-23	-0.7	1	-1	11	1	97	-1.4	-1
COC(=O)c1[nH]c2ccccc2c1NC(=O)CCN1CCN(C2CCCCC2)CC1	2	-1.4	-1	1	26	-5	104	2.9	2
Cc1ccc(N2C(=O)C3CCCN3C2=S)cc1C (stereo not drawn)	-3	1.9	5	0	6	0	106	-0.5	4
O=C(O)C1CC(=O)N(Cc2cccnc2)C1 (stereo not drawn)	5	-1.7	-106	6	15	4	99	-2.6	0
CCOC(=O)C1=NNC2(c3ccc(Cl)cc3)C(=O)N(c3ccc(C)cc3)C(=O)C12 (stereo not drawn)	-19	-1.1	18	-11	1	2	122	-3.1	3
CC(=O)c1cccc(NC(=S)NCCC2=CCCCC2)c1	-12	-4.4	-75	-3	-8	-1	100	-3.0	7
Cc1ccc(S(=O)(=O)c2c(C)cc(C)[nH]c2=O)c(C)c1	-3	1.4	-2	0	10	-3	107	-0.3	4
COCCn1c(=NC(=O)c2ccc3c(c2)OCCO3)sc2cc(S(N)(=O)=O)ccc21	-16	-1.0	0	-10	22	5	93	-1.4	-6
Cc1cccc(S(=O)(=O)C(C#N)c2nc3ccccc3nc2N2CCCC2)c1 (stereo not drawn)	-4	-2.7	5	14	94	5	99	-0.6	2
COc1ccccc1N1CCN(C2CCCN(S(=O)(=O)c3ccccc3)C2)CC1 (stereo not drawn)	-2	-0.4	11	-4	5	4	100	0.0	-4
Cc1ccc(C2SCCN2C(=O)c2ccc([N+](=O)[O-])cc2)cc1 (stereo not drawn)	-9	-4.0	35	-6	4	11	97	-0.5	-1
COc1ccc(C(=O)Nc2ccccc2C(=O)NC(C(=O)NCc2ccco2)C(C)C)cc1 (stereo not drawn)	-7	-1.8	10	7	39	-26	106	-3.7	9
CCOc1ccc(-n2cnc3c(=O)[nH]c(N)nc32)cc1	-1	1.7	7	11	27	-7	63	-0.6	-20
COc1ccc(CNC(=O)c2cccnc2Sc2ccc(C)c(C)c2)cc1	-17	-0.3	19	1	12	-4	91	-1.0	-3
O=C(NC1CCCCCC1)C1c2ccccc2C(=O)N1Cc1cccnc1 (stereo not drawn)	-17	-2.2	22	-10	18	-13	105	-2.1	4
C=C(C)C(=O)Nc1cccc(C2=NOC3(C2)C[C@H](C(N)=O)N(C(=O)c2ccccc2)C3)c1 (stereo partly drawn)	nt	nt	0	nt	21	nt	99	nt	-10
C/C(=N\NC(=O)c1cc2ccccc2cc1O)c1cc2ccccc2o1	-8	-2.3	1	30	56*	13	101	-3.5	5
C=CCNc1nc2c3ccccc3n(C(C)=O)c2s1	4	1.4	3	-5	2	3	111	-0.1	5
Cc1ccccc1NC(=O)c1sc(Cl)nc1-c1ccccc1	-6	-2.8	5	-3	2	-5	99	-2.2	-1
CN(CC(=O)NCCCc1ccccc1)S(=O)(=O)c1ccc(Br)cc1	-31	-0.4	6	8	10	-5	103	-2.7	2
CCOC(=O)C(NC(=O)c1ccccc1Cl)(Nc1ccc(C(F)(F)F)cc1)C(F)(F)F (stereo not drawn)	-6	-1.7	19	5	-4	0	106	-2.1	3
O=C1N(c2ccccc2)C2CS(=O)(=O)CC2N1c1ccc(Br)cc1 (stereo not drawn)	0	0.8	-8	-3	-15	3	96	-3.8	-6
C=CCN1C(=O)C(O)(CC(=O)c2ccc(OC)cc2OC)c2cc(Br)ccc21 (stereo not drawn)	-32	0.1	36	-8	-15	-8	108	-0.5	14
Cn1c(NC(=O)COc2ccccc2)cc(=O)n(C)c1=O	-1	-2.1	5	8	16	4	106	-3.4	6
(listing goes on)
SMILES	DNA FID counter	VIM-2 inhibitor	NALP1 inh	HCV NS3 hel inh	SUMO HTRF inh	PfM18AAP inh	MEKK2 WT-MEK5	IMP-1 inhibitor	MEKK2mut PB1 HTS
Cc1onc(-c2c(F)cccc2Cl)c1C(=O)OCC(=O)NC(c1ccccc1)c1ccccc1	-18	-1.3	15	-9	17	-3	109	-1.6	5
CC(=O)c1cc2c(cc1NC(=O)CSc1nc3ccccc3o1)OCO2	-5	-0.6	16	6	-20	6	108	-3.2	7
COC(=O)c1ccc(SCC(=O)NC2CCCCC2)c([N+](=O)[O-])c1	2	-4.7	23	-5	10	1	104	-1.8	0
CC(C)c1ccc(C2NC(=O)CCC2[N+](=O)[O-])cc1 (stereo not drawn)	-1	-1.7	-2	1	12	0	96	-1.9	-9
CCCC1(c2ccccc2)NC(=O)N(CC(=O)NCc2ccc(C)cc2)C1=O (stereo not drawn)	-31	0.4	6	4	10	-10	98	-0.2	3
Cc1ccc(S(=O)(=O)n2c(=O)oc3ccccc32)cc1	-2	-3.0	7	20	-6	18	96	-1.9	5
CC(=O)OCC(=O)[C@@]1(O)[C@H](C)C[C@H]2[C@@H]3CCC4=CC(=O)C=C[C@]4(C)[C@@]3(F)[C@@H](O)C[C@@]21C	-34	-5.2	12	-3	20	3	96	-1.2	1
CCCNC(=O)Cn1c(=O)oc2ccccc21	3	1.2	-2	8	25	-13	102	-1.0	-1
Cc1ccc(-c2ccnc3c(Br)c(C)nn23)cc1	-12	1.2	2	-7	-12	-5	104	-1.2	2
COC(=O)[C@H](Cc1ccccc1)NC(=O)NCCc1ccc(S(N)(=O)=O)cc1	-7	-2.1	-5	4	7	6	108	-1.7	1
O=C(O)c1cc(-c2cccs2)[nH]n1	-1	-3.2	17	2	11	2	93	-6.0	-3
CCn1cc(CNC(=O)NC2CCCCC2)c(C)n1	-2	0.4	28	-3	2	-6	104	-2.8	0
O=C(CCN1CCc2ccccc2C1)c1ccc2c(c1)OCCO2	1	-2.6	-18	-1	16	-9	103	-1.9	0
O=C1CCCC2=C1C(Cc1ccccc1)C1=C(CCCC1=O)O2	-13	0.4	-4	0	26	-15	100	-1.4	-4
Cc1noc(C)c1S(=O)(=O)N1CCC(C(=O)N2CCN(Cc3ccc4c(c3)OCO4)CC2)CC1	-22	-2.5	15	-7	-5	-1	nt	-2.5	nt
O=C(c1cc(-c2ccc(O)cc2)on1)N1CCN(c2ccc(F)cc2)CC1	-13	0.0	5	1	-3	2	100	0.1	-5
COc1cc2c(cc1OC)C(NC(=O)C(F)(F)F)C/C2=N\O (stereo not drawn)	-4	-1.4	4	4	18	-3	104	-3.0	5
Cc1cc(C)cc(NS(=O)(=O)c2ccc(Oc3ncc(C(F)(F)F)cc3Cl)cc2)c1	-12	-0.9	29	-4	-30	-1	77	-1.1	2
C#Cc1ccc([C@@H]2C=C(C(=O)N3CCN(Cc4ccc5c(c4)OCO5)CC3)O[C@H](OCC)[C@H]2CCCO)cc1	-33	-1.5	8	-22	24	-9	99	-0.9	6
CCn1cc(S(=O)(=O)Nc2ncccn2)cn1	1	-1.7	-7	-4	2	-2	103	-0.5	0
O=S(=O)(c1cccc2nsnc12)N1CCc2ccccc2C1	-1	-2.5	6	-1	7	6	97	-1.1	-4
CC(Sc1nnc(-c2cccs2)n1Cc1ccccc1)C(=O)NCc1ccc2c(c1)OCO2 (stereo not drawn)	-29	-3.5	-5	-11	7	4	97	-5.3	3
CCCNC(=O)Nc1ccc2c(c1)N(C)C(=O)c1ccccc1S2	-12	-2.6	4	-2	16	-2	100	-0.8	0
Cc1ccnc(NC(=O)c2cc([N+](=O)[O-])cc([N+](=O)[O-])c2)c1	6	-3.2	-5	-4	9	5	102	-4.2	2
CCOC(=O)c1c(OCCO)noc1N	-2	-2.9	16	-1	10	-15	101	-2.6	1
The list goes on:
SMILES	DNA FID counter	VIM-2 inhibitor	NALP1 inh	HCV NS3 hel inh	SUMO HTRF inh	PfM18AAP inh	MEKK2 WT-MEK5	IMP-1 inhibitor	MEKK2mut PB1 HTS
CCC1CCCCN1CCCNC(=O)c1cn(C)c2ccc(S(=O)(=O)N3CCOCC3)cc2c1=O (stereo not drawn)	9	-1.9	-4	-2	-8	19	113	-5.0	15
O=C(CNC(=O)COc1ccccc1)NCCc1ccccn1	-1	-1.0	-4	6	1	4	91	-2.7	-13
Cc1ccsc1-c1n[nH]c(=S)n1CC(C)C	-10	18*	25	6	6	34*	100	-1.9	3
O=C(COc1ccccc1)NCC(=O)N/N=C/c1ccc(Br)cc1	-32	-1.9	9	35	6	-1	104	-0.8	7
O=C(O)CCCc1ccccc1	1	-2.7	32	7	-9	-7	100	-3.9	-3
COCC1CCCN(C(=O)c2cc(COc3ccc4ncccc4c3)on2)C1 (stereo not drawn)	-38	0.2	8	5	-6	7	96	-0.9	-2
Cc1ccc(NC(=O)Cn2cnc([N+](=O)[O-])c2)cc1C	4	-2.7	5	0	1	-1	98	-1.8	1
O=Cc1ccc2cccnc2n1	2	-2.3	16	-10	11	-15	109	-5.7	-2
Cc1ccc(NC(=O)C2C3CCCCC32)cc1[N+](=O)[O-] (stereo not drawn)	-4	-0.5	8	-1	-4	-6	104	0.3	0
COC(=O)c1cccc(NC(=O)/C=C/c2ccc3c(c2)OCO3)c1	-14	-1.1	48	-14	4	-2	94	-0.3	-3
Cc1ccc(C2=NS(=O)(=O)N(C)C(C(=O)NCc3ccccc3)=C2)cc1	-13	-0.7	10	-4	-8	-6	101	-0.8	1
CCOc1ccccc1NC(=O)NC(=O)N(C)S(=O)(=O)c1ccc(C)cc1	2	-7.1	-4	-3	-6	3	101	-5.0	-2
O=C1CCCN1c1ccc(S(=O)(=O)NCCc2ccc(Cl)cc2)cc1	-22	-4.9	1	3	-1	-4	98	-3.8	2
COC(=O)c1ccc(NCCC(=O)O)cc1	4	-2.2	5	1	7	-1	96	-2.1	-2
CCOc1ccc(C(=O)NCC(=O)NC(C)c2ccc(-n3ccnc3)cc2)cc1OCC (stereo not drawn)	-26	-0.6	5	-10	2	-5	106	-1.1	4
CCN1CCN(Cc2coc3ccc(C)cc3c2=O)CC1	5	-2.7	25	1	10	-7	108	-2.5	3

Of the compounds above, these contain a furan ring, fused or not:
SMILES	DNA FID counter	VIM-2 inhibitor	NALP1 inh	HCV NS3 hel inh	SUMO HTRF inh	PfM18AAP inh	MEKK2 WT-MEK5	IMP-1 inhibitor	MEKK2mut PB1 HTS
COc1ccc(C(=O)Nc2ccccc2C(=O)NC(C(=O)NCc2ccco2)C(C)C)cc1 (stereo not drawn)	-7	-1.8	10	7	39	-26	106	-3.7	9
C/C(=N\NC(=O)c1cc2ccccc2cc1O)c1cc2ccccc2o1	-8	-2.3	1	30	56*	13	101	-3.5	5
